A-T KAP1 phos: qHTS Assay for Identifying a Potential Treatment of Ataxia-Telangiectasia; […] A-T fibroblasts, KAP-1 phosphorylation AlphaLISA; neocarzinostatin DNA damage 30 min before lysis; Potency, µM (titrated, usually from 57.5 µM), without a hit: at the highest dose activation, actives largely listed as activators; 320,000 compounds, 0.19% hits; AID 485349, 2010; note: potency is the fitted concentration of half-maximal effect; % of control where 0% means no effect; nearly all actives have a fitted effect of over 45% in size
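ATM-like activity read as KAP-1 phosphorylation via AlphaLISA donor/acceptor antibody pairs after lysis and 6 hr at 25C. Cells were ATM-null patient fibroblasts ([…], hTERT), dosed 60 min, then exposed to the DSB inducer NCS for 30 min.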
TSHR antag: Antagonists of the Thyroid Stimulating Hormone Receptor: HTS campaign; Thyrotropin receptor (Homo sapiens), P16473; TSHR-expressing cells, TSH-stimulated cAMP HTRF, 2 h; hits give low values; activity change, negative = inhibition, % at 11.5 µM; 330,000 compounds, 0.2% hits;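 active = activity change below a set negative limit, meaning inhibition stronger than a set level, cut at about -70% in these data; inconclusive = activity change between two set negative limits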; note: % is set by controls: 0 for no effect and ±100 for the full control effect
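Freshly harvested TSHR cells receive pin-tooled compound, then EC80 TSH at 4nM final. After 2 hours at 37 deg C, antibody in lysis buffer and cAMP-d2 are added; 30 minutes at ambient temperature precede the HTRF read.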
Menin MLL FP TR: qHTS Assay for Inhibitors Targeting the Menin-MLL Interaction in MLL Related Leukemias: Competition With Texas Red Labeled MLL-derived Mutant Peptide. O00255. Menin + Texas Red MLL mutant peptide, fluorescence polarization. Potency, µM (top dose mostly 61.6 µM), for the others: at the top dose FP activity change, negative = inhibition, most hits filed as inhibitors. 270,000 compounds, 0.23% hits. AID 1768, 2009; active = well fitted inhibition curve with a large enough effect in the polarisation, with a control signal flat, not every such curve was filed as active; inconclusive = small, poorly fitted or top-dose-only effect, or effect the other way, or a change in a side signal; inactive = no such curve, though single readings can be large or run the other way; the % refers to the polarisation; note: potency is the fitted concentration of half-maximal effect; % of control where 0% means no effect; many of its hits are not listed in these tables
Target sequence (O00255 whole entry, looked up): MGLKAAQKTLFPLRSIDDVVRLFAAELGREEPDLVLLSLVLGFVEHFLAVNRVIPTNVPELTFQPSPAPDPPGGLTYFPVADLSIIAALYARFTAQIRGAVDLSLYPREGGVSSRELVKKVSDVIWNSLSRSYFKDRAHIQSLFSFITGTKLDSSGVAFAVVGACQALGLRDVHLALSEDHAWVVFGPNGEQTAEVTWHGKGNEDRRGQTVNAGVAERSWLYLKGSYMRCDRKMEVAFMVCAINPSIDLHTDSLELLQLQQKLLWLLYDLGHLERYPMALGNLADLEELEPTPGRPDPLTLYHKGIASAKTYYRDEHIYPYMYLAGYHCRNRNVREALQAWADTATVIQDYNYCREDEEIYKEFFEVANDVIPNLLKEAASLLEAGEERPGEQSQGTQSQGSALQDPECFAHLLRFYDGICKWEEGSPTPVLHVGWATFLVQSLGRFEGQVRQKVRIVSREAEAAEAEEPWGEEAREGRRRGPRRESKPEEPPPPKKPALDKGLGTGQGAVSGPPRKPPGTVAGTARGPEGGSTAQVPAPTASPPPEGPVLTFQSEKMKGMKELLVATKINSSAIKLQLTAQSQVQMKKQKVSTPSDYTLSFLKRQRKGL
MBNL1 CUG block: qHTS Assay for Inhibitors of MBNL1-poly(CUG) RNA binding; Muscleblind-like protein 1 (Homo sapiens), Q9NR56; TR-FRET MBNL1-His/biotin-(CUG)12 binding, 665/545 ratio; Potency, µM (highest dose often 57.5 µM), without a hit: top-dose activity change, negative = inhibition, usual class: inhibitors; 280,000 compounds, 0.036% hits; AID 2675, 2010; active = well fitted inhibition curve with a large enough effect in the signal ratio, with a control signal flat, not every such curve was filed as active; inconclusive = small, poorly fitted or top-dose-only effect, or effect the other way, or a change in a side signal; inactive = no such curve, though single readings can be large or run the other way; the % refers to the signal ratio; note: potency is the fitted concentration of half-maximal effect; % is set by controls: 0 for no effect and ±100 for the full control effect
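Ratiometric TR-FRET (665 over 545 nm, excitation 340 nm) tracks disruption of MBNL1-His/biotin-(CUG)12 complex after 60 min at room temperature, with compounds at 92 nM to 58 uM final.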
a7 integrin act: qHTS for Activators of Integrin-Mediated Alleviation for Muscular Dystrophy; AID 624291, 2012; 350,000 compounds, 0.064% hits; Potency, µM (series often up to 38.3 µM), inactives show at the highest dose activation, actives largely listed as activators; alpha7betagal myoblasts, beta-gal FDG fluorescence, 48 h;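 note: potency is the fitted concentration of half-maximal effect; 100% = response of the positive control SU9516; nearly all actives have a fitted effect of over 60% in size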
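Alpha7betagal+/- myoblasts (passage 13) were plated 16-24 hr, then exposed to compounds (1:260 dilution of DMSO stock) for 48 hours at 37C. After MPER lysis, β-galactosidase reporter activity was read as FDG fluorescence (ex 480/em 540) after 30 minutes.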
CXXC DNA block: qHTS Fluorescence Polarization Assay for Inhibitors of MLL CXXC domain - DNA interaction. Histone-lysine N-methyltransferase 2A (Homo sapiens), Q03164. MLL-CXXC / FITC-HOXA9 DNA fluorescence polarization. Potency, µM (top dose mostly 115 µM), for inactives: at the top dose activity change, negative = inhibition, usual class: inhibitors. 290,000 compounds, 0.037% hits; active = well fitted inhibition curve with a large enough effect in the polarisation, with a control signal flat, not every such curve was filed as active; inconclusive = small, poorly fitted or top-dose-only effect, or effect the other way, or a change in a side signal; inactive = no such curve, though single readings can be large or run the other way; the % refers to the polarisation; note: potency is the fitted concentration of half-maximal effect
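Purified MLL-CXXC (added from a 7 uM solution) was preincubated 5 min at ambient with pinned compounds in 50 mM Tris-HCl pH 7.5, 50 mM NaCl, 1 mM DTT, 0.05% BSA. Fluorescein-labeled HOX-A9 DNA (50 nM solution) followed, 30 min, then polarization read.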
S-ASM inh: Inhibitors of Secretory Acid Sphingomyelinase (S-ASM): qHTS; Sphingomyelin phosphodiesterase (Homo sapiens), P17405; placental ASM, HMU-PC fluorogenic substrate, 60 min; Potency, µM (top dose mostly 57.5 µM), without a hit: top-dose activity change, negative = inhibition, usual class: inhibitors; 340,000 compounds, 0.006% hits; AID 504937, 2011; note: potency is the fitted concentration of half-maximal effect
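Human placenta-derived ASM preincubated with compound 10 min at room temperature, then reacted with 9 uM (final) fluorogenic HMU-PC substrate for 60 min at 37 C. Stop solution raises pH to 10; fluorescence read at Ex 386/Em 447 nm.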
PTAP TSG101 blk: qHTS Assay for Iinhibitors of HIV-1 Budding by Blocking the Interaction of PTAP/TSG101. 340,000 tested, under 10 active. Tumor susceptibility gene 101 protein (Homo sapiens), Q99816. Fluorescence polarization, FITC-PTAP peptide / Tsg101 binding. Potency, µM (series often up to 115 µM), inactives show at the top dose activity change, negative = inhibition, actives largely listed as inhibitors; active = well fitted inhibition curve with a large enough effect in the main read-out, with a control signal flat, not every such curve was filed as active; inconclusive = small, poorly fitted or top-dose-only effect, or effect the other way, or a change in a side signal; inactive = no such curve, though single readings can be large or run the other way; note: potency is the fitted concentration of half-maximal effect; % of control where 0% means no effect
Target sequence (Q99816 whole entry, looked up): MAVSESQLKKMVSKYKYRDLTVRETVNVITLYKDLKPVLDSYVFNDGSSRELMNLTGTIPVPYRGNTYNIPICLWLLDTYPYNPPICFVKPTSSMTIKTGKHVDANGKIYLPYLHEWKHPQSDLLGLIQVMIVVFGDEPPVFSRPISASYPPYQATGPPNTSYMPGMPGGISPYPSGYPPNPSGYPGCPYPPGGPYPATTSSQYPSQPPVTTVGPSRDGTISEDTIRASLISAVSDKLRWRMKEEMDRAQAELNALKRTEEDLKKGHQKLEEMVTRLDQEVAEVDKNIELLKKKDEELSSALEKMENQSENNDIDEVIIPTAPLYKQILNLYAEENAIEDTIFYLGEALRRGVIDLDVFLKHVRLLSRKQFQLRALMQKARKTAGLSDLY
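Fluorescence anisotropy tracks displacement of a FITC-tagged PTAP peptide (50 nM) from the Tsg101 binding domain (10 uM), following a 20 min room-temperature incubation at pH 7.5.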
TCR activator: Activators of T cell receptors: qHTS campaign; primary human leukocytes, anti-CD3, IL-2 HTRF, 48 h; Potency, µM (top dose mostly 9.22 µM), inactives show top-dose activation of IL-2 secretion, actives largely listed as activators; 330,000 tested, under 10 active; note: % of control where 0% means no effect
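Readout: HTRF IL-2, Eu-cryptate/d2 antibody pair, 320nm excitation, 665nm emission. Stimulus: a-CD3 beads, no co-stimulation. Cells: primary human leukocytes. Exposure: 48 hr with compound.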
Mito fusion act: qHTS Assay for Small Molecule Inhibitors of Mitochondrial Division or Activators of Mitochondrial Fusion. S. cerevisiae fusion-defective mutant growth rescue, CellTiterGlo 48 h. Potency, µM (titrated, usually from 46.1 µM), inactives show top-dose growth rescue (activation), hits mostly activators. 320,000 compounds, 0.23% hits. AID 485298, 2010;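 note: potency is the fitted concentration of half-maximal effect; % of control where 0% means no effect; nearly all actives have a fitted effect of over 45% in size; temperature-sensitive fusion mutants such as fzo1-1 at 37 °C on non-fermentable ethanol glycerol medium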
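Read-out: ATP-based luminescence (CellTiterGlo, 10 min ambient) reporting growth of fusion-defective ts yeast after 48 hours at 37C on glycerol/ethanol YPEG medium in the presence of compound.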
The depositor's hits bear a star; ? = inconclusive; . = no result given; [ ] = remark or other dose. Unless noted, calls come from the whole dose curve; as a rule, active = well fitted curve in the direction sought with a large enough effect; inconclusive = small, poorly fitted or top-dose-only effect, or another doubt; inactive = no such curve, though single readings can be large; an effect the other way counts as inactive or inconclusive.

#	smiles	A-T KAP1 phos	TSHR antag	Menin MLL FP TR	MBNL1 CUG block	a7 integrin act
1	CCN(c1ccccc1)S(=O)(=O)c1ccc(OCC(=O)N2CCCC2)cc1	-4.7%	-21.7	.	.	24.8%
2	COc1ccc(-c2c3c(nc4sc(C(=O)Nc5ccccc5)c(N)c24)CCC3)cc1	.	.	.	.	-0.4%
3	N#Cc1c2ccc(OCC(=O)NCc3ccco3)cc2n2ccccc12	13.3%	-1.0	-1.1%	-4.3%	-3.5%
4	CCOc1ccsc1C(=O)NNC(=O)c1ccco1	0.7%	-0.6	.	-1.2%	4.6%
5	O=C(CNC(=O)c1cccs1)N/N=C/c1ccco1	5.0%	4.1	-5.4%	?	3.6%
6	CCOC(=O)c1[nH]c(C)c(C(=O)OCC(=O)N2c3ccccc3CC2C)c1C (stereo not drawn)	3.3%	9.3	-11.2%	-2.1%	-28.9%
7	O=C(NCc1cccnc1)c1ccc(NS(=O)(=O)c2ccccc2)cc1	3.4%	3.6	7.8%	-2.5%	-6.2%
8	CN(C(=O)C1CCN(S(=O)(=O)c2cccs2)CC1)C1CCCCC1	-1.8%	-4.5	1.5%	7.8%	17.1%
9	CC[C@H](CO)Nc1nc(Nc2cccc(Cl)c2)c2ncn(C(C)C)c2n1	41.9%	20.9	.	-2.7%	-33.2%
10	O=C(O)c1ccc([N+](=O)[O-])cc1-c1cc([N+](=O)[O-])ccc1C(=O)O	.	.	.	.	-19.0%

#	CXXC DNA block	S-ASM inh	PTAP TSG101 blk	TCR activator	Mito fusion act
1	.	4.9%	-1.5%	0.1%	5.0%
2	.	97.2%[activator]	1.6%	0.0%	.
3	-3.4%	223.0%[activator]	-4.5%	-4.3%	-14.5%
4	0.6%	2.9%	-1.3%	-2.0%	-2.2%
5	16.7%	1.4%	-1.2%	14.0%	-7.1%
6	-1.0%	-3.6%	.	.	1.0%
7	5.9%	2.1%	-1.4%	7.6%	-0.4%
8	5.0%	1.5%	-2.9%	0.2%	10.5%
9	4.1%	-1.5%	-13.0%	-6.9%	-55.3%[inhibitor]
10	.	2.2%	-6.1%	0.1%	.

Remaining list, next part.
#	smiles	A-T KAP1 phos	TSHR antag	Menin MLL FP TR	MBNL1 CUG block	a7 integrin act
11	O=C(CCn1c2c(c3ccccc31)CCCC2)NNC(=O)c1ccccc1Cl	0.2%	-11.4	-24.3%	16.6%	17.9%
12	CCn1c(C)nc2cc(C(=O)NNC(=S)Nc3ccccc3Cl)ccc21	-0.8%	6.6	12.3%	-17.0%	18.0%
13	CC(Oc1ccc(Cl)cc1)C(=O)N/N=C/c1ccsc1 (stereo not drawn)	4.7%	-9.9	-2.7%	12.9%	?
14	CCOC(=O)c1ccc(N2Cc3ccccc3C2=NC(=O)c2cccc([N+](=O)[O-])c2)cc1	.	.	.	.	23.6%
15	CCCn1c(SCC(=O)NC2CC2)nnc1-c1cccs1	12.5%	13.3	.	3.2%	-29.7%
16	O=S1(=O)CCOC[C@H](Cc2ccccc2)N1Cc1cccc(F)c1	.	.	.	.	6.2%
17	CCOC(=O)c1ccc(N/C(=N\S(=O)(=O)c2ccc(F)cc2F)c2ccccc2)cc1	1.7%	-2.8	3.9%	-13.8%	8.0%
18	COc1cccc(-n2nnnc2SCC(=O)Nc2ccc3c(c2)OCCO3)c1	-2.7%	-1.0	-20.3%	-10.5%	-31.5%
19	COC(=O)C(N)Cc1ccc(O)cc1 (stereo not drawn)	-2.8%	-0.8	-0.5%	-1.4%	43.2%
20	Cc1[nH]c2ccccc2c1C(=O)COC(=O)c1cccc(S(=O)(=O)N2CCCCC2)c1	-4.3%	-5.4	?	1.8%	-26.8%
21	CCCCCNC(=O)C1c2ccccc2Oc2ccccc21	1.6%	0.5	?	-1.5%	13.8%

#	CXXC DNA block	S-ASM inh	PTAP TSG101 blk	TCR activator	Mito fusion act
11	-11.4%	-3.0%	-1.4%	-0.2%[46.1 µM]	14.3%
12	1.9%	2.5%	1.5%	-0.8%[46.1 µM]	-0.7%
13	-0.3%	-0.1%	0.7%	0.7%[46.1 µM]	3.3%
14	.	-6.3%	-0.5%	2.1%	.
15	5.0%	5.6%	-5.9%	11.6%	2.4%
16	.	0.7%	1.0%	-3.4%	.
17	-3.7%	-1.4%	-1.0%	-1.0%[46.1 µM]	9.3%
18	-9.8%	-0.1%	0.1%	2.5%	-3.2%
19	7.6%	2.1%	-1.5%	1.6%	-0.9%
20	8.0%	.	-1.5%	-3.8%[46.1 µM]	7.9%
21	1.5%	4.4%	-4.3%	-4.4%	-1.7%

Some of the entries above in another layout.
[19] COC(=O)C(N)Cc1ccc(O)cc1 (stereo not drawn)
[16] O=S1(=O)CCOC[C@H](Cc2ccccc2)N1Cc1cccc(F)c1
[1] CCN(c1ccccc1)S(=O)(=O)c1ccc(OCC(=O)N2CCCC2)cc1
[3] N#Cc1c2ccc(OCC(=O)NCc3ccco3)cc2n2ccccc12
[21] CCCCCNC(=O)C1c2ccccc2Oc2ccccc21
[15] CCCn1c(SCC(=O)NC2CC2)nnc1-c1cccs1
[11] O=C(CCn1c2c(c3ccccc31)CCCC2)NNC(=O)c1ccccc1Cl

| Screen / compound no. | 19 | 16 | 1 | 3 | 21 | 15 | 11 |
| --- | --- | --- | --- | --- | --- | --- | --- |
| A-T KAP1 phos | -2.8% | . | -4.7% | 13.3% | 1.6% | 12.5% | 0.2% |
| TSHR antag | -0.8 | . | -21.7 | -1.0 | 0.5 | 13.3 | -11.4 |
| Menin MLL FP TR | -0.5% | . | . | -1.1% | ? | . | -24.3% |
| MBNL1 CUG block | -1.4% | . | . | -4.3% | -1.5% | 3.2% | 16.6% |
| a7 integrin act | 43.2% | 6.2% | 24.8% | -3.5% | 13.8% | -29.7% | 17.9% |
| CXXC DNA block | 7.6% | . | . | -3.4% | 1.5% | 5.0% | -11.4% |
| S-ASM inh | 2.1% | 0.7% | 4.9% | 223.0%[activator] | 4.4% | 5.6% | -3.0% |
| PTAP TSG101 blk | -1.5% | 1.0% | -1.5% | -4.5% | -4.3% | -5.9% | -1.4% |
| TCR activator | 1.6% | -3.4% | 0.1% | -4.3% | -4.4% | 11.6% | -0.2%[46.1 µM] |
| Mito fusion act | -0.9% | . | 5.0% | -14.5% | -1.7% | 2.4% | 14.3% |

Some of the compounds tested; rates above refer to the full screens.
